From PubChem BioAssay
HEK293 cAMP cs = qHTS Assay for Agonists of the Thyroid Stimulating Hormone Receptor: Activators of Intracellular cAMP Concentrations in Parental HEK 293; actives 2.5% (n = 73,000); parental HEK293 CNG cAMP sensor, membrane potential fluorescence; Potency, µM (highest dose often 57.1 µM), without a hit: at the top dose activation, most hits filed as activators; further: potency means the concentration at half of the fitted maximal effect; % of control where 0% means no effect; nearly all actives have a fitted effect of over 55% in size
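Counterscreen for endogenous-receptor signalling: CNG-channel HEK 293 cells report cAMP rise by membrane depolarization. After 60 min dye equilibration with 100 uM RO 20-1724, compounds incubated 30 min before bottom-read fluorescence at 590 nm.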
Casp7 inh = qHTS Assay for Allosteric/Competitive Inhibitors of Caspase-7 | Potency, µM (doses to about 57.5 µM), without a hit: at the top dose activity change, negative = inhibition, actives largely listed as inhibitors | P55210 | AID 889, 2007 | recombinant caspase-7, Ac-DEVD-AFC fluorescence rate | actives 0.02% (n = 75,000); active means well fitted inhibition curve with a large enough effect in the main read-out, with a control signal flat, not every such curve was filed as active; inconclusive means small, poorly fitted or top-dose-only effect, or a change in a side signal; further: potency means the concentration at half of the fitted maximal effect; % of control where 0% means no effect
Casp1 inh = qHTS Assay for Allosteric/Competitive Inhibitors of Caspase-1; P29466; Caspase-1 enzyme, Ac-WEHD-AFC fluorogenic rate; Potency, µM (doses to about 57.5 µM), inactives show top-dose activity change, negative = inhibition, actives largely listed as inhibitors; actives 0.03% (n = 75,000);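 further: potency means the concentration at half of the fitted maximal effect; plate controls were vehicle for no effect and no substrate for full effect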
4MU fluor = qHTS Assay for Spectroscopic Profiling in 4-MU Spectral Region; compound autofluorescence, 340/450 nm, 4-MU equivalents; hits give high values; max dye-equivalent concentration, M; actives 11% (n = 59,000); AID 589, 2007; in the data active means max dye-equivalent concentration above about 10 nM; inconclusive means mostly about 1.1 nM to 9.6 nM
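Compounds in 100 mM Tris, pH 8.0, sat 15 min at room temperature before fluorescence was read at 340 nm excitation/450 nm emission; a per-plate six-point 4-MU standard curve converted signals to dye-equivalent concentration at each compound concentration.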
USP2a inh = qHTS Assay for Inhibitors of Ubiquitin-specific Protease USP2a; Ubiquitin carboxyl-terminal hydrolase 2 (Homo sapiens), O75604; actives 0.1% (n = 60,000); Potency, µM (highest dose often 38.3 µM), without a hit: at the highest dose activity change, negative = inhibition, hits mostly inhibitors; AID 927, 2007; USP2a enzymatic assay, qHTS inhibition;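 further: potency means the concentration at half of the fitted maximal effect; nearly all actives have a fitted effect of over 60% in size; plate controls were DMSO for no effect and NEM full inhibition control for full effect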
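Inhibition is measured in a cell-free coupled assay with 20 nM USP2 core, 20 nM Ub-PLA2 and 20 uM NBD C6-HPC, 2.5 h incubation. Activity normalized to NEM control.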
TexasRed autofl = qHTS Assay for Spectroscopic Profiling in Texas Red Spectral Region; Compound fluorescence, Texas Red channel, 547/618 nm; hits give high values; max dye-equivalent concentration, M; actives 0.06% (n = 59,000); in the data active means max dye-equivalent concentration above about 10 nM; inconclusive means between about 1.1 nM and that limit
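Texas Red-region profiling: compounds in 100 mM Tris pH 8.0 were read at 547/618 nm after 15 min at room temperature. Intensities were normalized against a six-point Texas Red standard series to give dye-equivalent concentration.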
BRCT PPI red = qHTS Assay for Inhibitors of BRCT-Phosphoprotein Interaction (Red Fluorophore); Breast cancer type 1 susceptibility protein (Homo sapiens), P38398; BRCT-phosphopeptide binding, red fluorescence polarization; Potency, µM (top dose mostly 76.9 µM), inactives show at the top dose activity change, negative = inhibition, hits mostly inhibitors; actives 0.03% (n = 75,000); AID 892, 2007; further: on the % scale 0 is the no-effect control and ±100 the full control effect
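Fluorescence polarization: 100 nM His-tagged BRCA1 BRCT with 100 nM TAMRA-labelled phospho-BACH1 decapeptide, phosphate buffer pH 7.3 with 150 mM NaCl, DTT, 0.01% Tween 20; 12 min RT. Binding inhibition seen as FP decrease.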
A350 fluor = qHTS Assay for Spectroscopic Profiling in A350 Spectral Region | Compound autofluorescence, 340/450 nm, Alexa 350 dye-equivalents; hits give high values | actives 11% (n = 59,000) | AID 590, 2007 | max dye-equivalent concentration, M; in the data active means max dye-equivalent concentration above about 10 nM; inconclusive means mostly about 1.1 nM to 9.6 nM
BRCT PPI green = qHTS Assay for Inhibitors of BRCT-Phosphoprotein Interaction (Green Fluorophore) | BRCA1 BRCT-phosphopeptide binding, green fluorescence polarization | actives 0.05% (n = 75,000) | Breast cancer type 1 susceptibility protein (Homo sapiens), P38398 | Potency, µM (highest dose often 76.9 µM), inactives show top-dose activity change, negative = inhibition, most hits filed as inhibitors;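 further: potency means the concentration at half of the fitted maximal effect; plate controls were peptide without protein for full effect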
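Fluorescence polarization: His-tagged BRCT (~35 kDa BRCA1 C-terminus, 250 nM) bound to 100 nM fluorescein-labeled phosphorylated 10-aa BACH1 peptide, pH 7.3 phosphate buffer with DTT and Tween 20. Compounds incubated 12 min at room temperature; inhibition read as lowered polarization.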
Fluorescein fluor = qHTS Assay for Spectroscopic Profiling in Fluorescein Spectral Region; actives 0.91% (n = 59,000); max fluorescein-equivalent concentration, M; Compound autofluorescence, 480/540 nm, fluorescein-equivalent; hits give high values; in the data active means max fluorescein-equivalent concentration above about 10 nM; inconclusive means between about 1.1 nM and that limit
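Spectral profiling of library compounds in the fluorescein window (480 nm excitation, 540 nm emission) after 15 min at room temperature in pH 8.0 Tris (100 mM). Values are dye-equivalent concentrations.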
Rhodamine autofl = qHTS Assay for Spectroscopic Profiling in Rhodamine Spectral Region. Rhodamine-region fluorescence, 547/598 nm, Tris buffer; hits give high values. max dye-equivalent concentration, M. actives 0.05% (n = 59,000). AID 594, 2007; in the data active means max dye-equivalent concentration above about 11 nM; inconclusive means between about 1.1 nM and that limit
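Intensities are converted to rhodamine-equivalent concentration using a six-point rhodamine standard on each plate. Compounds sit 15 min at room temperature in 100 mM Tris buffer, pH 8.0; read uses the 547/598 nm excitation/emission pair.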
* = called active by the depositor; i = inactive; ? = inconclusive; . = not tested or not shown; [ ] = another dose, or the depositor's remark. Unless noted, the call rests on the fitted dose curve; in most records, active means well fitted curve in the direction sought with a large enough effect; inconclusive means small, poorly fitted or top-dose-only effect, or another doubt; inactive means no such curve, though single readings can be large; an effect the other way counts as inactive or inconclusive.

No.	Compound	BRCT PPI green	USP2a inh	HEK293 cAMP cs	BRCT PPI red	A350 fluor	Rhodamine autofl	TexasRed autofl	4MU fluor	Casp1 inh	Casp7 inh	Fluorescein fluor
1	CCCCn1c2nc3ccccc3nc2c2c(=O)n(CCC)cnc21	0.2%	11%	?	-0.9%	5.1e-07M*	i	?	4e-07M*	0%	-3%	i
2	O=C(c1csnn1)N1CCC[C@@]2(CCN(c3cccc(-c4ccccc4)c3)C2)C1	0.5%	130%[activator]	4%	-3.4%	i	i	i	i	-5%	-3%	i
3	O=C(CSc1ncnc2ccccc12)N1CCCC1	-0.3%	.	-2%	0.0%	.	.	.	.	2%	-2%	.
4	O=C(CN1C(=O)c2ccccc2S1(=O)=O)N1CCc2ccccc2C1	-0.7%	1%	-6%	0.2%	i	i	i	i	-1%	-1%	i
5	Cc1ccc(N(CC(=O)O)C2SC(=O)NC2=O)cc1 (stereo unspecified)	.	.	.	.	i	i	i	i	.	.	i
6	COc1ccc2c(C)cc(C)nc2n1	1.2%[15.4 µM]	.	7%[11.4 µM]	0.8%[15.4 µM]	i	i	i	i	0%[11.5 µM]	2%[11.5 µM]	i
7	Cc1ccc(S(=O)(=O)N2CCN(C(=O)CSc3nc4ccccc4c(=O)[nH]3)CC2)c(C)c1	0.3%	27%	25%	-0.3%	i	i	i	i	-2%	-5%	?
8	Cc1ccccc1C(=O)Nc1ccc(Br)c(C)n1	-1.6%	4%	14%	1.5%	i	i	i	i	-3%	0%	?
9	CC1CCCC(NC(=O)c2n[nH]c(=O)c3ccccc23)C1C (stereo unspecified)	0.1%	-1%	18%	-0.3%	i	i	i	i	1%	3%	i
10	COc1ccc(N2CCN(CCCNC(=O)CC3Oc4ccc(C)cc4NC3=O)CC2)cc1 (stereo unspecified)	-2.2%	.	1%	0.6%	.	.	.	.	1%	2%	.
11	CS(=O)(=O)Nc1cccc(-c2ccc3ncnc(N4CCOCC4)c3c2)c1	1.3%	42%[activator]	14%	-2.2%	i	i	i	i	-1%	-2%	i
12	Cn1c(=O)c2cc(S(=O)(=O)NC(C(=O)N3CCCCCC3)c3ccccc3)ccc2n(C)c1=O (stereo unspecified)	8.6%	.	6%	-1.0%	.	.	.	.	2%	-1%	.
13	CCCCOC(=O)CSc1nnc(-c2ccc(Cl)cc2Cl)o1	0.7%	.	16%	0.2%	i	i	?	i	-2%	-3%	i
14	O=C(c1ccc(CS(=O)(=O)c2cccc(C(F)(F)F)c2)o1)N1CCN(c2ccccn2)CC1	1.2%	12%	?	0.1%	i	i	i	i	-1%	-1%	i
15	COc1cccc(NC(=O)C2CC(=O)N=C(N)S2)c1 (stereo unspecified)	-4.4%	-4%	3%	0.1%	i	i	i	i	1%	0%	i
16	[O-][N+]1=c2ccc(Nc3ccccc3)cc2=NC12CCCCC2	-5.0%	21%	-65%[inhibitor]	0.2%	i	i	i	i	-1%	-1%	?
17	COC(=O)c1ccc(C(NC(=O)OCc2ccccc2)/C(F)=C/[C@@H](C)C(=O)NCc2cccnc2)cc1 (stereo partly specified)	-0.1%	.	13%	-0.1%	.	.	.	.	-2%	-4%	.
18	Cc1c(NC(=O)CN2CCN(C(c3ccccc3)c3ccccc3)CC2)c(=O)n(-c2ccccc2)n1C	-1.0%	19%	10%	-0.6%	i	i	?	i	-3%	-1%	i
19	O=C(OCc1cccs1)c1ccccc1NS(=O)(=O)c1ccc2c(c1)OCCO2	-1.5%	-5%	21%	-0.9%	i	i	i	i	1%	-2%	i
20	Cc1cc(NC(=O)CSc2nc(C3CCCCC3)nc3ccccc23)no1	-1.7%	8%	19%	-3.7%	i	i	i	i	-6%	-4%	i
21	CCOc1cc(C2C(C#N)=C(N)Oc3n[nH]c(CC)c32)ccc1OCCN1CCOCC1 (stereo unspecified)	-1.9%	35%[activator]	3%	0.7%	i	i	i	i	0%	0%	i
22	CCCOc1nc2c(c(=O)n(C)c(=O)n2C)n1Cc1cccc2ccccc12	0.5%	-14%	32µM*	1.6%	i	i	i	i	-7%	-1%	?
23	O=C1C2CCCN2C(c2ccc(F)cc2)N1c1ccc(Cl)cc1 (stereo unspecified)	5.6%	.	27%	1.9%	.	.	.	.	0%	2%	.
24	O=C1c2oc3ccccc3c(=O)c2C(c2cccc(Br)c2)N1Cc1ccco1 (stereo unspecified)	0.0%	46%[activator]	13µM*	0.2%	i	i	i	i	-3%	-1%	i
25	COC(=O)c1ccccc1NC(=O)c1nc2nc(C)cc(C(F)F)n2n1	-1.7%	3%	11%	0.9%	i	i	i	i	-1%	0%	i
26	CC(=O)NC(C)C12CC3CC(CC(CC(=O)O)(C3)C1)C2 (stereo unspecified)	-2.2%	6%	?	-1.4%	i	i	i	i	0%	1%	?
27	CCOc1cc(C2CC(=O)Nc3cc(C)c(C)cc32)ccc1O (stereo unspecified)	-0.2%	19%	15%	-1.0%	i	i	?	i	3%	-1%	?
28	Cn1cccc1Cc1nnc(SCC(=O)Nc2ccccc2F)n1CCc1ccccc1	2.5%	.	23%	-0.3%	.	.	.	.	-4%	-7%	.
29	O=C(CN1CCN(C(=O)c2ccccc2)CC1)Nc1ncc(Br)cc1Br	-2.6%	4%	-2%	1.0%	i	i	i	i	-1%	0%	i
30	CCN1CCN(C(CNC(=O)c2ccc3c(c2)OCO3)c2cccnc2)CC1 (stereo unspecified)	1.3%	.	-4%	-0.6%	.	.	.	.	-2%	3%	.
31	COc1ncc2nc(C)c(=O)n(CCc3ccccc3)c2n1	-2.7%	61%[activator]	?	0.9%	i	i	i	i	0%	-2%	i
32	CN(Cc1ccccc1)c1nc2c(c(=O)[nH]c(=O)n2C)n1CCCc1ccccc1	-1.4%	-15%	23%	-4.0%	i	i	i	i	-3%	-1%	i

Among those listed so far, two have a COOH group.
No.	Compound	BRCT PPI green	USP2a inh	HEK293 cAMP cs	BRCT PPI red	A350 fluor	Rhodamine autofl	TexasRed autofl	4MU fluor	Casp1 inh	Casp7 inh	Fluorescein fluor
5	Cc1ccc(N(CC(=O)O)C2SC(=O)NC2=O)cc1 (stereo unspecified)	.	.	.	.	i	i	i	i	.	.	i
26	CC(=O)NC(C)C12CC3CC(CC(CC(=O)O)(C3)C1)C2 (stereo unspecified)	-2.2%	6%	?	-1.4%	i	i	i	i	0%	1%	?

Going on with the list.
No.	Compound	BRCT PPI green	USP2a inh	HEK293 cAMP cs	BRCT PPI red	A350 fluor	Rhodamine autofl	TexasRed autofl	4MU fluor	Casp1 inh	Casp7 inh	Fluorescein fluor
33	COC(=O)CN(c1c(C)cccc1C)S(C)(=O)=O	-0.5%	3%	29%	-0.9%	i	i	i	i	1%	-1%	i
34	c1ccc2c(c1)Cc1cc(CN3CCOCC3)ccc1-2	0.0%	8%	28%	0.9%	.	.	.	.	-1%	-3%	.
35	Cc1csc(SCC(=O)O)n1	-0.6%	-7%	11%	0.4%	i	i	i	i	-1%	-1%	i
36	FC(F)(F)c1cccc(NCc2cn3cccnc3n2)c1	0.9%	4%	4%	1.4%	i	i	i	i	-1%	0%	i
37	CC1CCc2c(sc(NC(=O)c3noc4c3CCCC4)c2C(N)=O)C1 (stereo unspecified)	-1.6%	13%	5%	-1.3%	1.2e-07M*	i	i	6.2e-08M*	-1%	0%	i
38	CCCNC(=O)Nc1cc(OCC)c(N2CCOCC2)cc1OCC	-1.0%	4%	-1%	0.8%	.	.	.	.	-2%	0%	.
39	Cn1c(-c2ccc3c(c2)OCO3)cnc1NCc1cccc(Cl)c1	-3.0%	5%	-74%[inhibitor]	-3.2%	i	i	?	i	0%	-3%	?
40	CC1CCCCN1CC(=O)NCc1ccc2c(c1)OCO2 (stereo unspecified)	0.1%	3%	10%	1.5%	5e-08M*	i	i	5.1e-08M*	-1%	0%	?
41	O=C1CC(c2ccccc2)n2ncnc2N1 (stereo unspecified)	-0.7%	-7%	1%	-1.0%	i	i	i	i	-1%	-1%	i
42	CC(C)Cc1nc(N2CCCCC2)c(C#N)c2c1CCC2	.	.	.	.	5.1e-08M*	i	i	4.7e-08M*	.	.	i
43	O=C(O)c1ccc(COc2cccc(CO)c2)cc1	3.5%	-2%	1%	-0.8%	i	i	i	i	0%	0%	i
44	Cn1c(=O)c2c(n(C)c1=O)=NC1(CCCCC1)N=2	1.6%	45%[activator]	?	2.0%	i	i	i	i	-6%	-2%	i
45	COc1cc(C2C(C#N)=C(C)NC3=C2C(=O)c2ccccc23)cc(OC)c1OC (stereo unspecified)	-2.7%	14%	-10%	0.3%	i	i	i	i	0%	-1%	i

An excerpt; count on the stated rates, not on these rows.
